KCNQ2 inh = KCNQ2 potassium channel inhibitors, primary screen, cell-based, CHO-K1, FluxOR thallium flux, B-score (AID 2156). O88943. 20 min; hits give low values. B-score at 10 µM. actives 1.1% (n = 310,000);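 active means fluorescence ratio B-score at most minus 3 library SDs, with starting brightness B-score within 2 library SDs, cut at about -5.5 in these data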
Target sequence (O88943 whole entry, looked up): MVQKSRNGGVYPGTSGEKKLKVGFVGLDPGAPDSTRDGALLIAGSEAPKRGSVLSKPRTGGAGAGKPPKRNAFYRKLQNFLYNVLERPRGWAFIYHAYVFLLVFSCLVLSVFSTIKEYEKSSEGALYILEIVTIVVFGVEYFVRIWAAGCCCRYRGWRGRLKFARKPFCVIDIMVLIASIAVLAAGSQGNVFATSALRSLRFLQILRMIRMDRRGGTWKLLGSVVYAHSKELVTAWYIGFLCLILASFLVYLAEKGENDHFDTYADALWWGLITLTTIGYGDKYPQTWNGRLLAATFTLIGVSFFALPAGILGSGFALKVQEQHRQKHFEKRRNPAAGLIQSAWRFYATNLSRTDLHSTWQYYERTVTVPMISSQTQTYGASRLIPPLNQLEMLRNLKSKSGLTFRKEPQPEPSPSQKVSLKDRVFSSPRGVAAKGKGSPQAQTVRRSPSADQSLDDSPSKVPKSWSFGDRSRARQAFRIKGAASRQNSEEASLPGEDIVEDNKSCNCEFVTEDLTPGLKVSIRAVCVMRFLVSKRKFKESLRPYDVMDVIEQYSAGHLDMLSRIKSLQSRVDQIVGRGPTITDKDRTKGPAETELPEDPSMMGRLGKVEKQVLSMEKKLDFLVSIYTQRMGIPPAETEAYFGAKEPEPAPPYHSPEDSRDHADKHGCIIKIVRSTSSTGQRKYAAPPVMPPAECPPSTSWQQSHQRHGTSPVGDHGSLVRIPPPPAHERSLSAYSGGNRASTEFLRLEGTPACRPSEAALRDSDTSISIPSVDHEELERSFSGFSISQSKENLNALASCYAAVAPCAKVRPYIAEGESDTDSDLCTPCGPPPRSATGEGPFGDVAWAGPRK
Kir21 block = Kir2.1 (mouse) channel inhibition | P35561 | HEK293-Kir2.1, FluxOR thallium flux fluorescence; hits give low values | B-score at 10 µM | actives 0.85% (n = 310,000) | AID 1672;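 active means fluorescence ratio B-score at or below minus 3 SD of library scores, with starting-brightness B-score within 2 SD, cut at about -4.2 in these data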;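 further: channel flux triggered by added potassium and thallium sulfate stimulus; B-score of peak minus minimum fluorescence over baseline after thallium stimulus; more negative B-score means stronger Kir2.1 block with less thallium influx; some compounds called inactive have numbers as strong as hits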
STK33 kinase inh = blocks human STK33 kinase activity | actives 0.073% (n = 320,000) | inhibition, % at 10 µM | purified STK33, MBP phosphorylation, ADP-Glo luminescence | Q9BYT3 | AID 2661;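 active means inhibition at or above 25%, using the most active replicate where run in duplicate; inactive means inhibition below 25%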
An asterisk follows results filed as active; i = inactive; / = no result given.

Kir21 block	KCNQ2 inh	STK33 kinase inh	molecule
0.1	i	1.3	O=C1C2C3c4ccccc4C(c4ccccc43)C2C(=O)N1c1cccc2cccnc12 (configuration not stated)
-0.07	i	-0.5	CC(C)CCOc1ccc(C2CC(=O)N(C)C2=O)cc1 (configuration not stated)
1.26	i	1.5	O=C(O)CNc1nc(-c2ccccc2)c2cc([N+](=O)[O-])ccc2n1
1.21	i	-0.4	CN1CCN(C(=O)c2ccc3c(c2)NC(=O)C(N2CCOCC2)S3)CC1 (configuration not stated)
0.03	i	-1.4	CCCOc1ccc(C2/C(=C(\O)c3c(C)[nH]c(C(=O)OC)c3C)C(=O)C(=O)N2CCN(C)C)cc1 (configuration not stated)
1.87	i	-2.6	Cc1cc(S(=O)(=O)NCC(C)C)ccc1OCC(=O)NCC1CCCO1 (configuration not stated)
-1.79	i	-2.4	O=C1CN(c2ccc(Cl)cc2)C2(CCCCC2)S1
-1.38	i	1.0	Cc1noc(C)c1CSc1nnc(-c2ccccc2F)n1CCc1ccccc1
1.63	i	1.6	NC(CC(=O)O)c1ccc(Br)cc1 (configuration not stated)
0.77	i	-3.4	Cc1ccc(C)c(N(C)C(=O)c2coc(=O)c3ccccc23)c1
1.01	i	-0.3	COc1ccccc1C(=O)Nc1ccnn1C1CCN(C(=O)c2ccoc2C)CC1
3.14	i	0.9	Cc1ccccc1N1CC(C(=O)N2CCc3ccccc32)CC1=O (configuration not stated)
-0.49	i	0.9	OCC[C@H]1C[C@H](O)[C@@H](O)[C@]2(CCCCO2)O1
0.84	i	5.1	Cc1ccc(OCC(=O)Nc2nc(-c3ccccn3)cs2)c(C)c1
0.03	i	-1.4	Cc1cccc(N2CCN(C(=O)COc3cc4oc(=O)cc(C)c4cc3Cl)CC2)c1C
-0.58	i	-1.7	CC1CCN(c2oc(-c3ccc(F)cc3)nc2C#N)CC1
0.64	i	-1.1	Cn1c(CNC(=O)Cc2ccc3c(c2)OCO3)nnc1SCc1ccccc1
1.54	i	-1.9	Cc1oc(-c2cccs2)nc1CS(=O)CC(=O)NCc1ccc2c(c1)OCO2 (configuration not stated)
1.14	i	-0.8	COCc1cc(=O)[nH]c(SC)n1
-1.2	i	1.1	CN(C)CCCn1c(-c2ccccc2)nc(=S)c2c1CCCC2
0.01	i	0.7	CC1=C(C(=O)Nc2cc(C(=O)N3CCN(c4cccc(C)c4)C(C)C3)ccc2C)SCCO1 (configuration not stated)
0.66	i	-1.1	CC(=O)CCc1oc2ccccc2c1-c1ccccc1
0.83	i	-1.2	O=C(N/C=N/O)C1=NOC(CNc2ncc(C(F)(F)F)cc2Cl)C1 (configuration not stated)
1.09	i	-0.4	Cc1cccc(C(=O)Nc2c(C#N)c(C)c(C)n2Cc2ccccc2)c1
0.01	i	0.2	CC(C)c1cc(CNC(=O)C2CCC(=O)N(CCc3ccc(Cl)cc3)C2)on1 (configuration not stated)
-0.53	i	-1.0	CCc1c(C)nc2cc(-c3ccccc3)[nH]n2c1=O
-0.62	i	1.6	Cc1ccc(-c2csc3ncnc(N4CCN(C)CC4)c23)cc1C
-0.52	i	-0.3	Cc1ccc(NC(=O)COc2nsnc2N2CCOCC2)cc1Cl
0.18	i	0.5	N#Cc1c(NC(=O)c2nc3ncccn3n2)sc2c1CCCCC2
-2.1	i	/	Cc1ccc(-n2cccn2)c(CN2CCC(CO)(CCc3ccccc3)CC2)c1

Part of the list above in order of heavy-atom count, largest number first:
Kir21 block	KCNQ2 inh	STK33 kinase inh	molecule
0.01	i	0.7	CC1=C(C(=O)Nc2cc(C(=O)N3CCN(c4cccc(C)c4)C(C)C3)ccc2C)SCCO1 (configuration not stated)
0.03	i	-1.4	Cc1cccc(N2CCN(C(=O)COc3cc4oc(=O)cc(C)c4cc3Cl)CC2)c1C
-2.1	i	/	Cc1ccc(-n2cccn2)c(CN2CCC(CO)(CCc3ccccc3)CC2)c1
0.64	i	-1.1	Cn1c(CNC(=O)Cc2ccc3c(c2)OCO3)nnc1SCc1ccccc1
1.09	i	-0.4	Cc1cccc(C(=O)Nc2c(C#N)c(C)c(C)n2Cc2ccccc2)c1
-0.62	i	1.6	Cc1ccc(-c2csc3ncnc(N4CCN(C)CC4)c23)cc1C
-1.2	i	1.1	CN(C)CCCn1c(-c2ccccc2)nc(=S)c2c1CCCC2
-0.58	i	-1.7	CC1CCN(c2oc(-c3ccc(F)cc3)nc2C#N)CC1
0.66	i	-1.1	CC(=O)CCc1oc2ccccc2c1-c1ccccc1
-0.53	i	-1.0	CCc1c(C)nc2cc(-c3ccccc3)[nH]n2c1=O
1.14	i	-0.8	COCc1cc(=O)[nH]c(SC)n1

More compounds:
Kir21 block	KCNQ2 inh	STK33 kinase inh	molecule
-0.02	i	-1.0	CCn1cc(C(=O)NCC2CCCO2)c2cc(OC)c(OC)cc2c1=O (configuration not stated)
-1.16	i	0.5	Cc1cccc(N2CCN(C(=O)c3ccccn3)CC2C)c1 (configuration not stated)
1.01	i	-0.5	O=c1/c(=C\c2ccc(F)cc2)sc2n1CCCN=2
-0.07	i	-1.8	CCCCc1cc(=O)oc2cc(OCc3nn[nH]n3)c(Cl)cc12
-1.41	i	-1.0	O=C(O)C1CCCN1S(=O)(=O)c1ccc(Cl)cc1 (configuration not stated)
-0.24	i	-1.6	CCOc1ccc(NC(=O)CC2C(=O)N(c3ccccc3)C(=S)N2Cc2ccccn2)cc1 (configuration not stated)
0.03	i	2.4	Nc1cccc([N+](=O)[O-])c1
1.05	i	-0.4	CC(=O)Nc1nc(C(=O)O)cs1
0.75	i	-1.5	CCCCn1c(SCC(=O)Nc2nnc(C)s2)nc2c1c(=O)n(C)c(=O)n2C
0.03	i	-0.7	Cc1ccc(C(=O)N/C(=C\c2ccc3c(c2)OCO3)C(=O)Nc2ccc(C(=O)O)cc2)cc1
0.46	i	1.4	COc1ccc(C2=NOC(Cn3nc(C(=O)NCc4ccc(OC(F)(F)F)cc4)cc3-c3ccccc3)C2)cc1 (configuration not stated)
-0.91	-6.87*	-1.9	CCOC(=O)C(C)Sc1nc(C2CC2)cc(C(F)(F)F)c1C#N (configuration not stated)
0.55	i	-1.7	CC1CCN(C(=O)CCNS(=O)(=O)c2ccccc2)CC1
-0.83	i	-0.1	CC(=O)C1=C(c2ccccc2)NC(=O)NC1c1ccccc1OCC(=O)NCc1ccccc1 (configuration not stated)
0.56	i	0.2	COc1ccccc1N1CCN(S(=O)(=O)CCNC(=O)C2CC(=O)N(c3ccccc3)C2)CC1 (configuration not stated)
0.21	i	3.2	CN(C)CCSc1nc(N)c2c3c(sc2n1)CN(C)CC3
1.08	i	-0.6	CCC(=O)NC(=S)Nc1ccc(NC(=O)c2ccc(OC)cc2)cc1
-0.14	i	-1.7	COc1ccc(-c2csc3nc(-c4cccnc4)nc(N4CCC(C(N)=O)CC4)c23)cc1OC
-0.3	i	0.4	CCCCNC(=O)CC1S/C(=N/N=C/c2ccc(OC)cc2)NC1=O (configuration not stated)
-0.14	i	-1.9	S=C(NCC1CCCO1)N1CCN(Cc2ccccc2Cl)CC1 (configuration not stated)
0.24	i	-0.6	Cc1ccc(NC2CC(=O)N(c3cccc([N+](=O)[O-])c3)C2=O)cc1 (configuration not stated)
1.22	i	0.2	Oc1ccccc1N1CCN(c2nc(-c3cccs3)nc3ccccc23)CC1
-1	i	0.3	CCOC(=O)CCC(=O)Nc1cccc([N+](=O)[O-])c1
-0.12	i	-0.4	CCOC(=O)c1c(NC(=O)COC(=O)Cn2cnc3ccccc32)sc(C)c1C
-0.64	i	/	CCN1C(=O)/C(=C2\SC(N3CCOCC3)=NC2=O)c2ccccc21
-0.58	i	1.0	COC(=O)Cn1cc(/C=C(/C#N)C(=O)N2CCOCC2)c2ccccc21
1.01	i	-0.8	CC1CN(C)C(C)C/C1=N/Oc1ccccc1[N+](=O)[O-] (configuration not stated)
-0.86	i	0.8	Cc1ccc(C)c(Cn2c3ccccc3c3cnn(CC(=O)NCCCN4CCOCC4)c(=O)c32)c1
-1.44	i	0.6	O=C(CSc1nnc(-c2cccc(S(=O)(=O)N3CCOCC3)c2)n1C1CCCCCC1)NCc1ccccc1
0.61	i	-1.1	COc1nc(N)c(C#N)c(-c2ccc(N(C)CCC#N)cc2)c1C#N
1.28	i	-0.7	COC1=CC2(O)CCCC2=CC1=O (configuration not stated)
0.99	i	-1.6	Cc1ccc(N2C(N)=NC(N)=NC2(C)C)c(C)c1
0	i	-0.5	CCOC(=O)C1=C(c2ccccc2)Nc2c(c(=O)n(C)c(=O)n2C)C1c1ccc(O)c(OC)c1 (configuration not stated)
2.37	i	-0.3	CN1CCN(S(=O)(=O)c2ccc(NC(=O)c3ccco3)cc2)CC1
-3.04	i	-0.4	COc1ccc(-c2nc3c4ccccc4ccn3c2CN2CCOCC2)cc1OC
0.12	i	-2.8	COCCn1c(N)c(N(Cc2ccccc2)C(=O)c2cc3ccccc3o2)c(=O)[nH]c1=O
-1.37	i	-0.6	Cc1cc(C)cc(-c2nc(-c3ccncc3)no2)c1
-0.28	i	0.2	COc1ccccc1N1CCN(CCCNC(=O)Nc2ccccc2)CC1
0.8	i	0.0	COc1ccc(OCC(=O)N2CCN(C(=O)c3ccco3)CC2)cc1
1.06	i	-1.1	COC(=O)[C@H](C)NC(=O)Nc1ccc(S(N)(=O)=O)cc1
-0.67	i	-0.5	CSc1nc(N2CCOCC2)c2c(c1C#N)CC(C)(C)OC2
-0.65	i	0.2	CC(C)C1COC(c2cccc3ccccc23)=N1 (configuration not stated)
-1	i	5.5	COc1ccc(/C=C2/Sc3ccc(C(=O)NCCCN4CCOCC4)cc3NC2=O)cc1OC
0.59	i	-0.7	COc1ccccc1CNC(=O)Cn1ccc2cc(S(=O)(=O)N3CCCC3)ccc21
-1.4	i	1.5	O=C(NC1=NCCS1)c1sc2cc(F)ccc2c1Cl
0.84	i	0.3	Cc1cc(-c2csc(NC(=O)c3ccc(=O)[nH]c3)n2)c(C)n1Cc1ccccc1
0.33	i	-0.6	Cn1c(NC(=O)/C=C/c2ccccc2)cc(=O)n(C)c1=O
2.59	i	-1.7	O=C(Nc1ccc(S(=O)(=O)N2CCOCC2)cc1)C1CCCCC1
-2.79	i	-2.0	CCCCN(CC)C(=O)c1ccccc1Oc1ccccc1
-1.13	i	0.0	COc1ccc(CNC(=O)c2cccnc2SC)cc1OC

Next section:
Kir21 block	KCNQ2 inh	STK33 kinase inh	molecule
1.14	i	0.8	COc1ccc(S(=O)(=O)NCCc2ccccc2)c2cccnc12
-0.13	i	0.0	CCCCNC(=S)Nc1cccc(C(C)=O)c1
-0.1	i	-0.2	CCOC(=O)C1CCN(c2ncnc3cc(OC)c(OC)cc23)CC1
-0.25	i	0.3	COC(=O)C(C)(C(=O)OC)c1ccc([N+](=O)[O-])cn1
0.59	i	-0.4	CNS(=O)(=O)c1cccc(C(=O)OCc2cc(C(C)=O)ccc2OC)c1
1.61	i	-1.0	COc1ccc(C(CNC(=O)c2ccc(NS(=O)(=O)c3ccc(F)c(C)c3)cc2)N(C)C)cc1 (configuration not stated)
-1.51	i	0.2	Clc1ccc(CNc2nc(N3CCOCC3)nc(N3CCOCC3)n2)cc1
-1.33	i	-1.0	C=CCN1CCc2c(cc(O)c(O)c2Br)[C@@H](c2ccccc2)C1
-1.14	i	0.7	Cc1ccn(C)c(=N)c1
0.16	i	-0.6	CCN(CC)S(=O)(=O)c1ccc(C)c(NC(=O)COC(=O)c2ccc(C)c(S(=O)(=O)N3CCOCC3)c2)c1
0.6	i	-1.0	COc1ccc(C(=O)c2c[nH]c(C(=O)NCc3cccnc3)c2)cc1
-0.16	i	-1.5	Cc1nc(C(=O)NNC(=O)c2ccccc2)c(C(F)(F)F)o1
-0.88	i	-1.0	COc1ccc2c(c1)CC/C2=N\OC(=O)c1cccc(C)c1
0.4	i	-0.5	Cc1c(NC(=O)CSc2nnc(Nc3ccccc3)s2)c(=O)n(-c2ccccc2)n1C
1.08	i	-0.4	CCn1c2ccccc2c2cc(/C=N/NC(=O)c3cc(O)cc(O)c3)ccc21
0.23	i	-1.7	COc1ccccc1NC(=O)CSc1nc(O)cc(=O)[nH]1
0.29	i	-1.5	Cc1cc(N2CCN(Cc3cn(C)nc3-c3ccccc3F)CC2)cc(C)n1
-0.15	i	-1.2	COc1ccc(Cc2noc(CN(C)CC3CCN(Cc4ccccc4)CC3)n2)cc1OC
0.25	i	2.1	CCCn1c(SCC(=O)Nc2nc(C)c(C(=O)OC)s2)nnc1C(C)C
